Compound activity from PubChem BioAssay.
AI-2 QS mod: modulators of Vibrio harveyi AI-2 quorum sensing system | Vibrio harveyi JMH597 AI-2 luminescence/OD600 ratio, 9 h; active compounds read low; strain lacks LuxN and CqsS sensors; 0 = neutral-control median | activity change, % at 7.5 µM | 300,000 tested, 0.4% active | AID 2094; in the data active = activity change below about -75%, passing the limit was not always enough; inconclusive = no clear call, values can overlap the other calls;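 also: luminescence divided by OD600 gain over 9 h not by final OD600 alone; inactives centre near 13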
HSF1 inhib: HSF1 inhibition; NIH3T3-HGL HSE-luciferase, MG132-induced, luminescence 8 h; active compounds read low; activity change, negative = inhibition, % at 7.5 µM (by protocol); 300,000 tested, 0.77% active; AID 2098;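 active = more than half of replicate wells show activity change below -50%, luminescence cut by over half; inconclusive = some wells, but at most half, below -50%; inactive = no replicate well below -50%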;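 also: luciferase reports HSF-1 transcriptional activity via heat shock element; 0% = median of DMSO wells and -100% = zero luminescence signal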
aSyn UTR inh: 5' untranslated region of α-synuclein, MLPCN primary screen; inhibition, % (tested at 7.5 µM); alpha-synuclein 5'UTR reporter, inhibitor activity; 300,000 tested, 0.82% active; AID 1813; in the data active = inhibition above about 60%; inconclusive = no clear call, values can overlap the other calls;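 also: H4 neuroglioblastoma cells stably carrying SNCA 5'UTR luciferase fusion; 0% = DMSO wells and 100% = positive control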
KLF5 inhibitor: inhibitors of KLF5 expression | DLD-1 KLF5 promoter-luciferase reporter, luminescence | inhibition, % at 5 µM | 290,000 tested, 0.23% active;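 active = inhibition above a per-plate limit of that plate's mean compound inhibition plus 3 SD, cut at about 60% in these data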;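 also: 0% = DMSO wells and 100% = LY294002 at 200 µM; higher means less KLF5 promoter-driven luciferase light; inactives centre near -14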
Platelet DG rel: platelet dense granule release activity | human platelet-rich plasma, SFLLRN dense granule ATP release, luminescence | inhibition, %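 (compounds screened at 7.5 µM in platelet-rich plasma)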 | 300,000 tested, 0.22% active;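 active = mean replicate score, as percent of positive control, at or above 50; inconclusive = mean below 50 but at least one replicate at or above 50; inactive = mean and every replicate below 50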
HSP90 refold inh: HSP90 refolding inhibition in rabbit reticulocyte lysate. luciferase refolding luminescence, 3 h. inhibition, % at 5.6 µM. 290,000 tested, 0.91% active. AID 1789;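 active = inhibition above the screen-wide mean plus 3 SD, computed separately per campaign, cut at about 16% in these data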;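 also: 0% = DMSO wells and 100% = 60 µM geldanamycin wells; inhibitors lower the luminescence because luciferase stays unfolded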
SKKanGAS inh: inhibitors of SKKanGAS S. pyogenes growth in kanamycin (SK-promoter or general growth effect). BacTiter-Glo, 6 h. inhibition, % at 7.5 µM. 300,000 tested, 1.3% active;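 active = mean replicate score, as percent of positive control median, at least 50; inconclusive = mean below 50 but one replicate at or above 50; inactive = mean and every replicate below 50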;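 also: strain carries kanamycin resistance gene driven by streptokinase promoter and grows in 40 µg/ml kanamycin; loss of luminescence reflects streptokinase promoter inhibition or plain growth inhibition; 0% = median of DMSO wells and 100% = positive control at its reference dose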
HIF act: HIF pathway transcriptional activation; U2OS HRE-luciferase reporter, luminescence; normalized: DMSO 0%, desferrioxamine 100%; activation, % at 7.5 µM (by protocol); 300,000 tested, 0.32% active;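 active = mean activation of at least 10% of the iron chelator positive control signal, with at least half of replicates also reaching 10%; inconclusive = mean and replicate majority disagree about reaching 10%; inactive = mean and most replicates under 10%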
IEC-6 tox: kills IEC-6 intestinal cells in KLF5 counter-screen. IEC-6 cytotoxicity, luminescence viability. inhibition, % at 5 µM. 290,000 tested, 0.78% active. AID 1825; in the data active = inhibition above about 22%;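 also: 0% = plate median of test compound wells and 100% = cytotoxic reference compound wells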
HSF1 activator: increases HSF-1 driven luciferase reporter signal | NIH3T3-HGL HSF-1 luciferase reporter, MG132, 8 h; 100% = twice DMSO control signal | activation, % at 9 µM | 300,000 tested, 1.7% active;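 active = mean replicate activation of at least 50% with a set share of replicates each reaching 50%; inconclusive = only one of those two conditions met; inactive = mean below 50% and too few replicates reaching it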;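 also: 0% = median of the neutral control wells and 100% = twice that signal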
Numbers without * were called inactive; ? = inconclusive; . = not tested or not shown.

SMILES	AI-2 QS mod	HSF1 inhib	aSyn UTR inh	KLF5 inhibitor	Platelet DG rel	HSP90 refold inh	SKKanGAS inh	HIF act	IEC-6 tox	HSF1 activator
COc1ccc(NC(=O)COc2ccc3c(c2)CCC3)cc1	-35	-8	-6	-31	-4	-3	5	0.3	-4	-5
O=C(O)c1cc(S(=O)(=O)N2CCCCC2)ccc1F	-5	0	-16	-31	1	-2	5	-0.4	2	-5
CCc1ccc(C(=O)C[n+]2cccc3cc(OC)ccc32)cc1	9	1	-12	10	-9	-1	7	-1.5	4	8
COc1ccc(OCCOC(=O)c2ccc(-n3cnnn3)cc2)cc1	17	-2	11	-29	10	3	-19	-0.2	4	-1
CCn1nnnc1NCc1ccc(OCc2c(F)cccc2Cl)c(OC)c1	20	3	13	-5	-2	2	-7	-1.5	10	41
Cc1ccc(S(=O)(=O)CCC(=O)OCC(=O)Nc2ccc(N3CCOCC3)cc2)cc1	8	-7	7	.	-3	.	-1	-0.2	.	8
O=C(NCC1CCCO1)C1CCN(C2CCN(C(=O)CC3CCCC3)CC2)CC1 (centres undefined)	21	-2	26	-8	3	2	-9	-0.2	-9	-3
COc1cc(C(=O)NCc2nnc(SCC(=O)N3CCCC3)o2)cc(OC)c1OC	36	-5	13	-24	2	1	1	-1.0	-4	9
Cc1nnc(SCC(=O)Nc2cccc([N+](=O)[O-])c2)n1CC1CCCO1 (centres undefined)	-1	-2	-8	14	1	-4	-2	-1.9	-7	39
COc1ccc(Nc2nc(N)nc(CN3CCC(Cc4ccccc4)CC3)n2)cc1	31	-4	7	2	-10	1	2	-0.9	11	1
NC(=O)Nc1ccc(Cl)cc1	10	6	12	-11	5	2	-8	-0.3	-3	-3
Cc1ccc(NS(=O)(=O)c2c(C)[nH]c(C)c2C(=O)N2CCCC2)cc1Cl	16	-2	13	15	4	0	0	0.1	0	-7
CCN(CC(=O)NCc1ccc(Cl)cc1)C(=O)CSc1ccccc1	7	-4	-3	.	-5	.	-13	-0.2	.	-20
Cc1ccc(S(=O)(=O)N(C)CC(=O)N2CC(C)OC(C)C2)cc1 (centres undefined)	1	-5	-5	0	-10	-1	?	-0.3	-4	-1
NS(=O)(=O)c1ccc(NS(=O)(=O)c2ccc(NC(=S)Nc3ccccc3)cc2)cc1	26	30	-12	-10	0	1	-6	0.5	-1	54*
CC(NC(=O)c1cccc(S(=O)(=O)N2CCN(C)CC2)c1)C1CC2CCC1C2 (centres undefined)	-5	9	5	-12	-3	-1	4	-0.3	-2	14
COCCn1c(SCC#N)nnc1-c1ccc(OC)cc1	-23	4	18	-30	1	0	1	0.2	-1	-1
COc1ccc(NC(=O)N2CCCC2C(=O)Nc2ccc(C)cc2C)cc1 (centres undefined)	20	-3	-9	-9	-3	-4	12	0.0	-4	-2
c1ccc2[nH]c(C3CC3)nc2c1	1	11	25	-29	0	1	-4	-1.0	-3	40
Cc1ccc(C)c(S(=O)(=O)NCC(=O)NCc2ccco2)c1	12	3	-6	-14	-7	-1	-3	1.4	-2	11
Cc1ccc(OC(=O)c2ccncc2)c(C)c1	15	-6	-9	-16	4	-2	-6	-2.3	-6	12
O=C(Nc1cc(N2CCCCC2)ncn1)c1ccc(F)cc1	3	-1	-86	-51	-1	-3	-2	1.1	2	13
CC(C)c1ccc(S(=O)(=O)N2CCN(C(C)C(=O)Nc3ccccc3-c3ccccc3)CC2)cc1 (centres undefined)	29	-3	11	-8	5	0	-14	-0.2	0	-3
Cc1nc2ncnn2c(C)c1CCC(=O)N1CCOCC1	5	-9	19	-13	3	-1	1	0.0	1	3
CC1CCN(C(=O)CN(Cc2ccc(Cl)cc2)S(C)(=O)=O)CC1	4	1	9	-20	0	3	-4	0.7	5	17

Another view of part of the listing above:
Order of values – AI-2 QS mod | HSF1 inhib | aSyn UTR inh | KLF5 inhibitor | Platelet DG rel | HSP90 refold inh | SKKanGAS inh | HIF act | IEC-6 tox | HSF1 activator
- O=C(O)c1cc(S(=O)(=O)N2CCCCC2)ccc1F
→ -5 | 0 | -16 | -31 | 1 | -2 | 5 | -0.4 | 2 | -5
- CCc1ccc(C(=O)C[n+]2cccc3cc(OC)ccc32)cc1
→ 9 | 1 | -12 | 10 | -9 | -1 | 7 | -1.5 | 4 | 8

Full records as entered above. Order of screens: AI-2 QS mod, HSF1 inhib, aSyn UTR inh, KLF5 inhibitor, Platelet DG rel, HSP90 refold inh, SKKanGAS inh, HIF act, IEC-6 tox, HSF1 activator
CC(NC(=O)c1cccc(S(=O)(=O)N2CCN(C)CC2)c1)C1CC2CCC1C2 (centres undefined) in the list: -5, 9, 5, -12, -3, -1, 4, -0.3, -2, 14
CC(C)c1ccc(S(=O)(=O)N2CCN(C(C)C(=O)Nc3ccccc3-c3ccccc3)CC2)cc1 (centres undefined) in the list: 29, -3, 11, -8, 5, 0, -14, -0.2, 0, -3
Cc1ccc(C)c(S(=O)(=O)NCC(=O)NCc2ccco2)c1 in the list: 12, 3, -6, -14, -7, -1, -3, 1.4, -2, 11
COc1ccc(OCCOC(=O)c2ccc(-n3cnnn3)cc2)cc1 in the list: 17, -2, 11, -29, 10, 3, -19, -0.2, 4, -1
CCn1nnnc1NCc1ccc(OCc2c(F)cccc2Cl)c(OC)c1 in the list: 20, 3, 13, -5, -2, 2, -7, -1.5, 10, 41

The main list resumes, repeating the 3 entries before the break.
SMILES	AI-2 QS mod	HSF1 inhib	aSyn UTR inh	KLF5 inhibitor	Platelet DG rel	HSP90 refold inh	SKKanGAS inh	HIF act	IEC-6 tox	HSF1 activator
CC(C)c1ccc(S(=O)(=O)N2CCN(C(C)C(=O)Nc3ccccc3-c3ccccc3)CC2)cc1 (centres undefined)	29	-3	11	-8	5	0	-14	-0.2	0	-3
Cc1nc2ncnn2c(C)c1CCC(=O)N1CCOCC1	5	-9	19	-13	3	-1	1	0.0	1	3
CC1CCN(C(=O)CN(Cc2ccc(Cl)cc2)S(C)(=O)=O)CC1	4	1	9	-20	0	3	-4	0.7	5	17
O=C(Nc1ccc(F)cc1)C(=O)C1C(=O)Nc2ccccc21 (centres undefined)	24	2	-30	-34	-9	0	-17	1.0	0	-10
CC(=O)c1cccc(NS(=O)(=O)c2c(C)noc2C)c1	35	0	-12	7	-4	-1	12	-38	-2	10
N#C/C(=C\c1ccc(N2CCOCC2)o1)c1nc2ccccc2[nH]1	17	32	15	-8	29	3	6	0.0	-3	41
CCCCC(=O)Nc1ccc(NC(=O)C2CC2)nc1	21	5	5	-20	-2	-1	0	-0.6	-2	-2
Cc1cccc(NS(=O)(=O)c2cccc(C(=O)N3CCN(S(=O)(=O)c4ccccc4)CC3)c2)c1	7	-2	19	.	4	.	-1	-0.2	.	-19
CCN1CCN(CC(=O)Nc2ccc(C)cc2C)C(=O)C1=O	6	-5	-9	-62	24	-1	-5	-0.4	-3	12
O=C(COC(=O)/C=C/c1ccco1)NCc1ccco1	57	6	22	-4	0	4	-2	-0.1	-6	16
Cn1ncc2c(Nc3cccc(C(=O)O)c3)ncnc21	28	-4	-14	14	9	-4	1	-0.4	3	4
Cn1ccnc1SCC(=O)NC1CCCCC1	9	.	-20	-4	-1	1	-1	0.1	2	.
O=C(O)/C(=C\c1ccc(Br)cc1)NC(=O)c1cccs1	21	0	6	-8	-16	0	0	-0.3	-4	8
Cc1cc(C)c(S(=O)(=O)Nc2cnc3ccccc3c2)c(C)c1	23	1	4	-14	-2	-3	13	0.0	-3	4
Brc1ccc(-c2ncc(-c3ccccc3)cn2)cc1	11	15	-60	-87	2	-3	6	2.2	0	28
COC(=O)CNC(=O)/C=C/c1cc(Br)ccc1OC	27	-1	20	-18	-12	3	0	0.2	6	-9
N#Cc1c(C(F)(F)F)cc(Cc2ccccc2)nc1SCC(=O)NCC(=O)O	12	-3	-8	.	-2	.	0	0.0	.	11
COc1ccc(NC(=O)C(C)N2c3cccc4cccc(c34)S2(=O)=O)cc1 (centres undefined)	12	-4	-11	-25	-10	-5	4	-0.6	-9	-14
CN(C)C(=S)Oc1ccccc1-c1ccccc1OC(=S)N(C)C	8	-5	5	-31	0	-6	-2	-0.2	-6	6
CC(=O)NN1C(=O)c2ccccc2NC1c1ccoc1 (centres undefined)	14	0	0	-12	3	0	2	-0.8	-5	9
CCN(CC)CCn1c(=N)n(CC(=O)c2ccc(C)cc2)c2ccccc21	45	-1	-125	9	-8	-2	0	1.3	2	-15
O=C(NC1CCCCC1)C(=O)c1c[nH]c2ccccc12	1	26	-115	-192	7	-4	-8	3.9	1	11
Cc1ccc(S(=O)(=O)N(C)c2ccc(OCC(=O)NC3=NCCS3)cc2)cc1	-3	-5	14	-2	-30	2	-4	-0.1	4	-9
Cc1ccc(-n2nnnc2SC(C)C(=O)Nc2ccccc2-c2ccccc2)cc1 (centres undefined)	10	-7	-9	14	2	-4	-6	-0.4	13	12
O=C(c1cc(-c2cccs2)on1)N1CCCCC1	-24	26	-74	-165	2	8	-5	0.7	-4	20
Cc1cc2c(cc1S(=O)(=O)N(C)c1ccccc1)NC(=O)CO2	17	1	12	-5	-6	-5	-1	-0.4	-1	2
O=C(Nc1ncc(Cc2ccccc2)s1)C1CCCO1 (centres undefined)	-31	16	-34	-182	21	9	-2	0.2	0	30
COC(=O)C1=C(C)NC(C)=C(C(=O)OC)C1c1ccc(OC(=O)c2ccco2)cc1	11	3	-11	0	5	-2	-7	-0.1	4	12
Next structures:
SMILES	AI-2 QS mod	HSF1 inhib	aSyn UTR inh	KLF5 inhibitor	Platelet DG rel	HSP90 refold inh	SKKanGAS inh	HIF act	IEC-6 tox	HSF1 activator
C=C(C)C1CCC2(C(=O)O)CCC3(C)C(CCC4C5(C)C(C=O)C(O)C(C)(C)C5CCC43C)C12 (centres undefined)	23	-4	-18	.	2	.	5	0.0	.	2
O=c1c2c(-c3ccc([N+](=O)[O-])cc3)ccnc2[nH]n1-c1ccccc1	-6	0	-1	-38	1	3	13	2.9	3	7
Cc1cc2nc(N)sc2cc1[N+](=O)[O-]	12	18	-42	-43	12	2	4	0.5	8	-2
CNC(=O)NC(=O)COC(=O)CCc1nc(=O)c2ccccc2n1C	25	-5	38	-7	0	-3	-1	0.0	0	-10
Cc1ccc(-c2cc(C(=O)NC3CCCCC3)no2)cc1	8	3	-163	-84	20	-1	5	3.1	2	-4
Cc1ccc(NC(=O)c2ccccc2)cc1-n1cnnn1	-1	-12	-6	4	3	3	-11	0.1	10	18
CCCc1nnc(NC(=O)CCC(=O)N2CCN(CCOc3ccc(C)cc3)CC2)s1	36	-5	7	-3	4	5	8	0.6	2	4
CCc1nc(OCCN(CC)CC)c2oc3ccccc3c2n1	32	-5	-16	-27	1	-4	5	1.0	-1	16
